GalR3 antag = antagonists of human GalR3. inhibition, % at 3 µM. HEK293 GalR3-CNG cAMP membrane potential fluorescence; galR3 body fused to GalR1 C-terminus. AID 651719. 360,000 compounds, 0.44% hits;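 active = inhibition above the screen-wide average plus 3 SD, cut at about 13% in these data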;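 also: forskolin and galanin both at EC90 stimulate the cells; cAMP rise reported by CNG channel membrane potential dye signal; 0% = forskolin plus galanin with DMSO and 100% = forskolin alone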
Target sequence (O60755 1-299 limits assumed): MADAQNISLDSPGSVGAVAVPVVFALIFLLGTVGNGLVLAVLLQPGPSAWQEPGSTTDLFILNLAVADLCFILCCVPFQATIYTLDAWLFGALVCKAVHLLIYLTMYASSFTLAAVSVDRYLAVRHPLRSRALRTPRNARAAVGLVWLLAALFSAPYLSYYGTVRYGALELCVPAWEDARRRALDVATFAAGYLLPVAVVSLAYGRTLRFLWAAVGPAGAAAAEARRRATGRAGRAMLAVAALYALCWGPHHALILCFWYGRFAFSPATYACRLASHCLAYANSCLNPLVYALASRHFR
UBC9 SUMO inh = inhibitors of human SUMOylation (UBC9); P63279; HTRF SUMOylation assay, SAE1/SAE2 + UBC9, in vitro; inhibition, % at 35 µM; 290,000 compounds, 0.36% hits; AID 2006; in the data active = inhibition above about 50%, passing the limit was not always enough; also: strong numbers were not always called active
Target sequence (P63279 whole entry, looked up): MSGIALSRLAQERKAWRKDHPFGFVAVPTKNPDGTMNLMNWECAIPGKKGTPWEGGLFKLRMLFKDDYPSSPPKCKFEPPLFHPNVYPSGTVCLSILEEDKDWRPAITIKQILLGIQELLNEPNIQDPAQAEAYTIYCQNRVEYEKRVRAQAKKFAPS
VIM-2 inhibitor = inhibitors of Pseudomonas aeruginosa VIM-2 metallo-beta-lactamase | purified VIM-2, nitrocefin hydrolysis, epi-absorbance fluorescence | 290,000 compounds, 0.89% hits | AID 1527 | inhibition, % at 5.6 µM;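 active = inhibition above the mean of all tested compounds plus 3 SD, cutoff set per screening run, cut at about 7.5% in these data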;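 also: red hydrolysis product quenches plate fluorescence so inhibitors raise well fluorescence; 0% = enzyme with DMSO and 100% = DMSO without enzyme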
CRFBP-R2 block = CRF-BP/CRF-R2 complex antagonism; 350,000 compounds, 0.59% hits; HEK293 CRF-R2/CRF-BP, CRF-induced calcium fluorescence; AID 588475; inhibition, % at 11.8 µM;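 active = inhibition of the ligand-induced calcium signal above about 50% at the single tested concentration, limit read from the data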
IDE inh = inhibits human insulin-degrading enzyme in HEK cells | AID 434962 | P14735 | FAbetaB cleavage, fluorescence polarization | 320,000 compounds, 0.41% hits | inhibition, % at 5.59 µM;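 active = percent inhibition above the average of all tested compounds plus 3 SD, set per screening campaign, cut at about 16% in these data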;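 also: IDE supplied by intact live HEK cells; FP after avidin binding of uncleaved biotin substrate so inhibition keeps polarization high; 0% = DMSO wells and 100% = 60 µM reference IDE inhibitor Ii1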
IDE act = IDE (human) activation, cell-based | P14735 | HEK cells, FAbeta-B cleavage, fluorescence polarization; 0% vehicle, 100% cell-free pure enzyme wells | activation, % at 5.96 µM | 340,000 compounds, 0.073% hits | AID 493087;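 active = activation above the mean of all tested compounds plus 3 SD, set per screening campaign, cut at about 17% in these data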
IMP-1 inhibitor = blocks Pseudomonas aeruginosa IMP-1 metallo-beta-lactamase | purified IMP-1, nitrocefin hydrolysis, epi-absorbance fluorescence | inhibition, % at 5.6 µM | 290,000 compounds, 0.45% hits | AID 1556;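 active = inhibition above the mean plus 3 SD of all compounds in the same screening run, cut at about 4.5% in these data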;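 also: 0% = IMP-1 with DMSO and 100% = DMSO wells lacking enzyme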
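System: purified IMP-1; amount: IMP-1 0.2 nM before substrate addition; compound: single dose, 5.6 µM; times: 25 °C, 15 min preincubation, 25 min reaction; signal: Epi-absorbance via hydrolysed-nitrocefin quenching of white-plate fluorescence, 480/530 nm, EDTA stop; benchmarks: DMSO with and without IMP-1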
p-CIP stab down = p/CIP protein destabilization; Q05BA5; F442A p/CIP-EGFP cells, EGFP fluorescence, 16 h; decrease of EGFP signal, % at 10 µM; 290,000 compounds, 0.01% hits;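 active = EGFP signal decrease of at least 30% at 10 µM or well 3 SD below plate mean, unless failing retest; inactive = the rest, including hits failing retest or dose response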; also: some compounds called inactive have numbers as strong as hits; many of its hits are not listed in these tables
NS3 helicase inh = inhibitors of Hepatitis C virus NS3 helicase; NS3 helicase DNA unwinding, Cy5 molecular beacon fluorescence; inhibition, % at 10.9 µM; 290,000 compounds, 0.56% hits;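 active = inhibition above the mean of all tested compounds plus 3 SD, set per campaign, cut at about 35% in these data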;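 also: 0% = DMSO wells and 100% = thioflavine S control wells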
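Compound dosing – single dose, 10.9 µM nominal final, DMSO 0.8% final · System – NS3 helicase fragment of HCV · Buffer or medium – MOPS pH 6.5, MgCl2, DTT, Tween20, BSA · Signal – Cy5 beacon fluorescence read at start and 1 h · Also added – annealed dual-labelled DNA beacon duplex, ATP-started · Schedule – 1 h at 25 °C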
* = called active by the depositor; / = no result given.

#	mol	GalR3 antag	UBC9 SUMO inh	VIM-2 inhibitor	CRFBP-R2 block	IDE inh	IDE act	IMP-1 inhibitor	p-CIP stab down	NS3 helicase inh
1	Cc1cc(C(=O)NNC(=O)C2CCCC2)c(C)o1	2	9	-0.3	-4	5	2	-1.9	-11	7
2	COC(=O)c1nc2nc(C)cc(C(F)(F)F)n2n1	0	14	-3.1	-4	1	0	-3.4	-10	0
3	Clc1ccc(-c2cc(CSc3cccc(Cl)c3)on2)cc1	-6	-13	-2.3	16	-1	2	-1.2	-14	1
4	CCCCOC(=O)C1=C(C)NC(=O)NC1c1ccc(N(C)C)cc1 (stereo unspecified)	-9	0	-1.6	-12	3	1	-3.0	-14	6
5	CN(C)CCNC(=O)/C=N/O	-3	-10	-2.5	-27	2	3	-3.2	5	-3
6	CCN(Cc1cnn(C)c1)Cc1nc(C2(c3ccc(C)cc3)CCCC2)no1	-2	-6	-3.2	-20	1	1	-2.2	3	-3
7	CC(C)(C)c1cc(NC(=O)COc2ccc(Br)cc2)n(-c2ccccc2)n1	-2	2	-3.8	-6	0	2	-5.4	-14	1
8	COc1cccc(C2C3=C(N=c4s/c(=C\c5ccccc5O)c(=O)n42)c2ccccc2CC3)c1OC (stereo unspecified)	/	-6	-2.8	/	3	/	-3.3	-10	6
9	O=C(CCS(=O)(=O)c1cccc2nsnc12)NCc1ccccc1Cl	-2	0	-2.2	2	-4	7	-3.7	-9	8
10	CC(C)(O)C1Cc2cc(/C=C/C(=O)O)c(O)cc2O1 (stereo unspecified)	-4	17	6.3	0	/	/	-3.2	-13	5
11	O=C(Nc1ccc2c(c1)OCCO2)C1CCCN1C(=O)Nc1ccc(F)cc1 (stereo unspecified)	-1	15	-3.2	7	-2	1	-2.3	-14	-1
12	OC12CC3C[C@H](C1)C(N1CCOCC1)[C@@H](C3)C2 (stereo partly specified)	-8	-2	-1.0	4	0	1	0.3	4	-7
13	CCOc1ccc(NC(=O)CN(C)C(=O)c2cc(S(=O)(=O)N3CCCCC3)ccc2Cl)cc1OCC	-5	/	/	2	4	1	/	/	/
14	O=S(=O)(c1ccc(NC(=S)N/N=C/c2cccc(Oc3ccccc3)c2)cc1)N1CCOCC1	-6	6	-3.7	-36	3	7	-3.0	0	3
15	COc1ccccc1Nc1ncnc2c1c(C)c(C)n2CCCN(C)C	-12	1	3.3	-17	2	1	-0.8	-1	-29
16	O=C(Oc1cccc2c(=O)[nH]ccc12)c1ccccc1	1	11	-0.9	-2	-3	1	-2.2	4	5
17	Cc1oc(-c2cccs2)nc1CN1CCC(c2ccccc2)CC1	3	-21	-0.5	-12	6	-2	-0.6	16	-1
18	CCOc1ccc2nc(NC(=O)CSc3cn[nH]n3)sc2c1	-8	-4	-0.1	-39	-1	2	-1.3	-12	-13
19	Cc1cccc(NC(=O)c2ccc(CN3CCN(Cc4ccccc4)CC3)cc2)c1	-7	3	-1.3	0	-1	-5	-4.0	-4	-6
20	COc1ccc(NC(=O)CC2C(=O)N(C)C(=S)N2Cc2ccncc2)cc1 (stereo unspecified)	5	-9	-3.7	-6	2	-2	-3.1	2	8
21	COc1cc(/C=N/N=C2/C(=O)Nc3ccccc32)cc(OC)c1O	0	-2	-0.9	23	3	8	-2.6	-5	-5
22	c1ccc(Cn2nnnc2C(c2ccccc2)N2CCN(c3nc4ccccc4s3)CC2)cc1 (stereo unspecified)	-3	5	-2.1	-6	-2	2	-1.7	-8	-4
23	O=C1c2ccccc2C(=O)N1CCCCN(C(=O)c1ccc([N+](=O)[O-])cc1)c1ccc(Cl)cc1	-7	-1	1.2	4	2	2	37*	-11	-7
24	CCCCN(C(=O)CN1C(=O)C2CCCCC2C1=O)c1c(N)n(CCC)c(=O)[nH]c1=O (stereo unspecified)	-5	/	/	1	7	-1	/	/	/
25	O=C(Cc1ccccc1)N1CCC(c2nc3ccccc3[nH]2)CC1	-1	21	-0.9	-16	0	4	-2.3	-6	1
26	CCOC(=O)C(C)(C)N(Cc1cccc(C)c1)S(=O)(=O)c1ccc(Cl)c([N+](=O)[O-])c1	-9	-14	0.1	31	2	-1	1.2	8	-7
27	CCCCC(=O)Nc1cc(OCC)c(NC(=O)c2ccccc2[N+](=O)[O-])cc1OCC	1	22	0.8	18	-2	1	-1.2	-4	11
28	COc1ccccc1CNC(=O)COC(=O)/C=C/c1cccs1	-4	9	0.4	-1	1	0	-2.0	-23	3
29	CN(C)CC(O)COc1cccc(OCC(O)CN(C)C)c1 (stereo unspecified)	-4	-12	-1.8	29	-2	6	-4.4	1	7
30	COc1cc(-c2noc(C)c2C#CC2(N)CCCCC2)cc(OC)c1OC	-4	-13	-2.5	-4	4	3	-5.2	-2	-69

Two of the compounds above, field by field:
28) COc1ccccc1CNC(=O)COC(=O)/C=C/c1cccs1
  GalR3 antag = -4
  UBC9 SUMO inh = 9
  VIM-2 inhibitor = 0.4
  CRFBP-R2 block = -1
  IDE inh = 1
  IDE act = 0
  IMP-1 inhibitor = -2.0
  p-CIP stab down = -23
  NS3 helicase inh = 3
29) CN(C)CC(O)COc1cccc(OCC(O)CN(C)C)c1 (stereo unspecified)
  GalR3 antag = -4
  UBC9 SUMO inh = -12
  VIM-2 inhibitor = -1.8
  CRFBP-R2 block = 29
  IDE inh = -2
  IDE act = 6
  IMP-1 inhibitor = -4.4
  p-CIP stab down = 1
  NS3 helicase inh = 7

New compounds follow:
#	mol	GalR3 antag	UBC9 SUMO inh	VIM-2 inhibitor	CRFBP-R2 block	IDE inh	IDE act	IMP-1 inhibitor	p-CIP stab down	NS3 helicase inh
31	CCCCNC(=O)C1CCCN1C(=O)NC1CCCCC1 (stereo unspecified)	2	3	-2.8	7	8	3	-3.1	-7	-2
32	Cc1cc(C(=O)Nc2ccc(F)cc2C)n(-c2ccccc2)n1	-3	8	-2.6	-4	2	3	-2.6	-5	-1
33	COc1ccc(N=C/C=C2\C=C(c3ccccc3)OC(C)(C)O2)cc1	-5	16	-1.2	6	2	2	-4.1	-21	-16
34	CCOC(=O)c1c(NC(C)=O)sc2c(O)cccc12	-5	12	0.9	9	-9	5	-2.6	-11	-4
35	CC1CC(C)CN(C(=O)c2ccncc2)C1 (stereo unspecified)	-4	20	-2.4	-26	1	1	-0.3	-1	-5
36	O=C(O)c1cccnc1SCc1cn2cc(Cl)ccc2n1	3	14	-1.7	-14	3	-4	-0.9	3	-1
37	CC1CCCC(NC(=O)COC(=O)c2ccc3ncsc3c2)C1C (stereo unspecified)	-3	/	/	2	-2	3	/	/	/
38	CN(C)C=Nc1c(C(=O)c2ccccc2)sc2nccc(N(C)C)c12	9	15	-1.5	-2	-1	2	-1.6	-8	12
39	Cc1ccccc1C(=O)c1cccn1CC(=O)NCCCN1CCCCC1	2	9	-2.1	1	-2	0	-2.2	-6	-2
40	CC1CCN(CCCCOc2ccc(C(=O)c3ccccc3)cc2)CC1	-8	5	-3.4	0	2	6	-1.0	-5	-11
41	O=[N+]([O-])c1ccc(-c2csc3[n+]2CCS3)cc1	-2	12	2.7	13	0	0	-3.4	-7	-15
42	CCc1cc2cc3c(cc2nc1SCC(=O)Nc1cc(C)on1)OCO3	-4	18	-2.9	-10	-9	-1	-4.0	-16	10
43	CC1(C)S[C@@H]2[C@H](NC(=O)C(NC(=O)N3CCNC3=O)c3ccccc3)C(=O)N2[C@H]1C(=O)O (stereo partly specified)	-3	8	1.6	-1	0	4	-0.3	-10	7
44	CCC(C)N1C(=O)CCC1C(=O)N1CCN(c2ccccc2F)CC1 (stereo unspecified)	-5	-34	-3.7	-9	-1	-2	-1.2	1	-5
45	O=C(O)CNC(=O)CC1S/C(=N/N=C/c2ccccc2O)NC1=O (stereo unspecified)	-7	3	-3.2	4	-1	-2	-3.6	0	-2
46	CC(C)c1ccc(NC(=O)CSc2nc(=O)n(CCCN3CCOCC3)c3c2CCC3)cc1	0	/	/	7	1	2	/	/	/
47	COc1ccc(N2C(=O)CSC2c2ccc3c(c2)OCO3)c(OC)c1 (stereo unspecified)	-5	5	0.3	-16	3	3	-1.6	4	-4
48	Cc1ccc(N2C(=O)CC(C)CC2=O)cc1	-9	12	-2.1	11	3	7	-1.7	-5	-4
49	COC(=O)C1=CN(c2cc(C)cc(C)c2)C=C(C(=O)OC)C1c1ccc(OC)c(O)c1	-11	-17	-4.6	42	6	5	-3.3	-8	-34
50	O=C(c1ccc(F)cc1)N1CCN(c2ccc([N+](=O)[O-])c(N3CCCCC3)c2)CC1	-14	15	0.9	38	3	-7	-1.1	-6	-14
51	CCOC(=O)c1nn(-c2ccccc2)c2nnc(Cc3ccccc3)c(=O)n12	5	4	-3.9	-34	9	8	-3.8	10	-2
52	Cc1cc(NS(=O)(=O)c2ccc(NC(=O)c3ccc([N+](=O)[O-])c(Cl)c3)cc2)no1	1	1	-0.4	-13	-6	5	-0.9	-7	7
53	CC(C)(C)c1ccc(-c2n[nH]c(=S)n2Cc2ccccc2)cc1	-9	-10	-3.8	-8	0	0	-5.0	-23	0
54	COC(=O)/C=C1/S/C(=N/NC(=O)c2ccc(OC)cc2)NC1=O	3	6	-1.1	-3	0	-2	1.9	-25	7
55	O=C(Nc1ccc(Nc2ccccc2)cc1)c1c(F)c(F)c(F)c(F)c1F	-7	-23	-0.3	5	-2	-1	-1.1	3	-4
56	N#C/C(=C/c1ccc(N2CCCCC2)o1)C(=O)Nc1ccc(Cl)cc1	-5	20	5.0	-117	71*	-72	2.0	-688	10
57	CC(=O)NNC(=O)c1csc(Cc2c(Cl)sc3ccc(Cl)cc23)n1	3	-20	-2.2	-22	11	-7	-2.2	2	0
58	CCCn1nnnc1NC(=O)c1ccc2ccccc2c1	-3	10	-4.5	18	2	3	-6.0	-1	20
59	COC(=O)c1ccc2c(c1)N(C)C(=O)CS2	-7	22	-0.5	9	4	2	-5.3	-10	-7

No enrichment for hits; overall some 3.2% were active at least once.
